# Bioassay records (PubChem)
# DNA FID counter: displaces DNA intercalator in HCV helicase counter-screen | DNA fluorescent intercalator displacement, fluorescence | inhibition, % at 7.9 µM | hit rate 0.17% among 290,000 | AID 1845; in the data active = inhibition above about 37%;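 note: 0% = vehicle and 100% = reference compound; higher means more ethidium bromide displaced from hairpin DNA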
# M18AAP inhibitor: blocks P. falciparum M18 aspartyl aminopeptidase; recombinant PfM18AAP, H-Glu-NHMec fluorogenic cleavage; inhibition, % at 7.35 µM; hit rate 1.2% among 290,000; AID 1822;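 active = inhibition above the campaign mean inhibition over all tested compounds plus 3 SD, cut at about 28% in these data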;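 note: 0% = plate median of test compound wells and 100% = 2 mM ZnCl2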
# NS3 helicase inh: blocks Hepatitis C virus NS3 helicase unwinding; NS3 helicase DNA unwinding, Cy5 molecular beacon fluorescence; inhibition, % at 10.9 µM; hit rate 0.56% among 290,000; AID 1800;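 active = inhibition above the mean of all tested compounds plus 3 SD, set per campaign, cut at about 35% in these data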;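 note: 0% = DMSO wells and 100% = thioflavine S control wells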
#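 test system = hepatitis C virus NS3 helicase domain fragment enzyme | reagent = annealed dual-labelled DNA beacon duplex, ATP-started | times = 1 h at 25 °C | detection = Cy5 fluorescence, 0 and 60 min reads | read-out basis = percent inhibition from t60/t0 fluorescence ratio | control set = DMSO and thioflavine S | replication = one well per compound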
# p-CIP stab down: compounds decreasing mouse p/CIP protein stability. decrease of EGFP signal, % at 10 µM. Q05BA5. hit rate 0.01% among 290,000. AID 1984. F442A p/CIP-EGFP cells, EGFP fluorescence, 16 h;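 active = EGFP signal decrease of at least 30% at 10 µM or well 3 SD below plate mean, unless failing retest; inactive = the rest, including hits failing retest or dose response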; note: some compounds called inactive have numbers as strong as hits; many of its hits are not listed in these tables
# VIM-2 inh: inhibitors of Pseudomonas aeruginosa VIM-2 metallo-beta-lactamase | purified VIM-2, nitrocefin hydrolysis, epi-absorbance fluorescence | inhibition, % at 5.6 µM | hit rate 0.89% among 290,000 | AID 1527;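 active = inhibition above the mean of all tested compounds plus 3 SD, cutoff set per screening run, cut at about 7.5% in these data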;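 note: red hydrolysis product quenches plate fluorescence so inhibitors raise well fluorescence; 0% = enzyme with DMSO and 100% = DMSO without enzyme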
# IDE cell activ: activators of human insulin-degrading enzyme in cells; P14735; HEK cells, FAbeta-B cleavage, fluorescence polarization; 0% vehicle, 100% cell-free pure enzyme wells; activation, % at 5.96 µM; hit rate 0.073% among 340,000;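 active = activation above the mean of all tested compounds plus 3 SD, set per screening campaign, cut at about 17% in these data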
# IMP-1 inh: blocks Pseudomonas aeruginosa IMP-1 metallo-beta-lactamase; purified IMP-1, nitrocefin hydrolysis, epi-absorbance fluorescence; inhibition, % at 5.6 µM; hit rate 0.45% among 290,000; AID 1556;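 active = inhibition above the mean plus 3 SD of all compounds in the same screening run, cut at about 4.5% in these data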;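 note: 0% = IMP-1 with DMSO and 100% = DMSO wells lacking enzyme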
#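 System – purified recombinant IMP-1 beta-lactamase · Input – IMP-1 dispensed at 0.2 nM · Timing – 15 min preincubation plus 25 min reaction at 25 °C · Signal – Epi-absorbance fluorescence, 480 nm excitation, 530 nm emission · Measure – percent IMP-1 inhibition derived from blank-referenced optical density · Controls – Enzyme-plus-DMSO low control, enzyme-free DMSO high control · Replication – singlicate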
# UBC9 SUMO inh: SUMOylation inhibition; P63279; HTRF SUMOylation assay, SAE1/SAE2 + UBC9, in vitro; inhibition, % at 35 µM; hit rate 0.36% among 290,000; in the data active = inhibition above about 50%, passing the limit was not always enough; note: strong numbers were not always called active
# IDE cell inh: inhibits human insulin-degrading enzyme in HEK cells; hit rate 0.41% among 320,000; FAbetaB cleavage, fluorescence polarization; AID 434962; P14735; inhibition, % at 5.59 µM;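 active = percent inhibition above the average of all tested compounds plus 3 SD, set per screening campaign, cut at about 16% in these data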;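 note: IDE supplied by intact live HEK cells; FP after avidin binding of uncleaved biotin substrate so inhibition keeps polarization high; 0% = DMSO wells and 100% = 60 µM reference IDE inhibitor Ii1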
# * marks the source's active call; other numbers are inactive results; nt = not tested or not shown.
SMILES,DNA FID counter,M18AAP inhibitor,NS3 helicase inh,p-CIP stab down,VIM-2 inh,IDE cell activ,IMP-1 inh,UBC9 SUMO inh,IDE cell inh
C[C@@H]1NC(=O)[C@H](CCCN=C(N)N)NC(=O)c2cc([N+](=O)[O-])cc(I)c2OCC[C@@H](C(N)=O)NC1=O,3,3,-3,-7,-2.6,nt,-3.0,11,nt
CC(=O)c1cc(C#N)c(N2CCOCC2)nc1C,-1,0,2,6,-2.3,2,-2.8,-10,-2
CN(CC(CC(=O)O)c1ccccc1)S(=O)(=O)c1ccc(Br)cc1 (stereo unspecified),-40,7,12,-3,3.2,4,-4.4,-10,5
CCC(=O)Nc1ccc(Oc2ccc3c(c2)C(=O)N(c2ccc(O)cc2)C3=O)cc1,-11,-12,4,-13,5.5,2,-2.7,17,2
O=C(N1CCCCC1)N1CCC(c2nc3ccccc3[nH]2)CC1,-13,2,2,1,0.1,-1,0.8,-24,-3
CN1C(=O)c2cccc3c(S(=O)(=O)Nc4ccccc4F)ccc1c23,-10,2,-1,-17,-2.1,-2,-2.5,7,4
COCc1cc(C)nc(OCC(=O)N/N=C/c2ccc(-c3cc([N+](=O)[O-])ccc3Cl)o2)c1C#N,-2,-6,-7,-3,-2.7,0,-2.1,-7,6
Cc1nn(-c2ccccc2)c2[nH]c(=O)c(CNCC3CCCO3)cc12 (stereo unspecified),-7,-11,5,-10,-2.7,3,-3.6,11,4
CCN1C(=O)c2ccccc2S(=O)(=O)c2ccc(C(=O)NC(C)C)cc21,-4,-6,-1,0,-1.1,1,-1.9,-3,1
Cc1cc(N2C(=O)C(O)=C(C(=O)c3cc4ccccc4o3)C2c2ccc(OC(C)C)cc2)no1 (stereo unspecified),-51,11,11,-10,-3.5,-2,-2.1,-12,-2
CC(C)(C)C(=O)NC(=S)Nc1ccc(F)cc1,-1,4,3,-13,-1.4,1,-0.6,22,3
CCCc1ccc(-c2cc(C(=O)NC3=NCCS3)c3ccccc3n2)cc1,-1,-5,-1,-3,-0.7,4,-0.2,-10,-1
NC(=O)CCn1ccc2ccccc21,-3,1,8,-3,-2.5,-1,-2.3,9,6
COCCn1c(SCC(=O)NC2CCCC2)nc2cccnc21,-8,2,12,3,-3.5,0,-2.0,4,4
CCN(C(=O)CSc1cc(C)c2ccccc2n1)C1CCS(=O)(=O)C1 (stereo unspecified),-14,-5,-8,-8,1.2,6,-0.9,2,0
Cc1cc(SCC(=O)c2ccc(O)c(O)c2)nc2ccccc12,-5,46*,17,0,-0.9,-1,-2.9,2,7
Cc1cc(C)c(NC(=O)COC(=O)CSc2ccc(Br)cc2C)c(C)c1,-3,-1,-4,-3,-2.6,2,-1.4,18,-3
O=C(O)C1CCCCC1C(=O)NCCCc1ccccc1 (stereo unspecified),-2,2,1,-16,-6.5,7,-4.5,-4,-1
O=C(CCNS(=O)(=O)c1ccc2c(c1)CCC(=O)N2)NCc1ccc2c(c1)OCO2,0,3,-2,-5,-0.2,-1,1.0,9,-1
Nc1nc(Cl)nc2ncn(Cc3ccccc3)c12,2,-1,7,-7,-1.2,0,-1.2,4,-2
Cc1csc(NC(=O)c2cccc(C)c2C)n1,-1,-6,2,-4,-2.1,-4,-2.0,36,2
CSc1ccccc1OCc1cc(C(=O)N(C)Cc2ccc(C)o2)no1,-41,-60,1,1,-2.8,0,-0.6,-2,-1
O=C(C1CCN(S(=O)(=O)c2cccc3cccnc23)CC1)N1CCc2ccccc21,-27,-3,-8,-1,-2.4,-1,-3.7,12,5
Cc1ccc(N(C(C)C(=O)N2CCC(C)CC2)S(C)(=O)=O)cc1C (stereo unspecified),-11,3,-8,0,-2.4,-2,-4.1,-9,-1
O=C(NNS(=O)(=O)c1ccccc1Cl)c1nn(-c2ccc(F)cc2)ccc1=O,-17,-2,1,8,0.9,7,-2.6,23,6

# A draw from above in order of length of the SMILES, rising:
SMILES,DNA FID counter,M18AAP inhibitor,NS3 helicase inh,p-CIP stab down,VIM-2 inh,IDE cell activ,IMP-1 inh,UBC9 SUMO inh,IDE cell inh
NC(=O)CCn1ccc2ccccc21,-3,1,8,-3,-2.5,-1,-2.3,9,6
CC(=O)c1cc(C#N)c(N2CCOCC2)nc1C,-1,0,2,6,-2.3,2,-2.8,-10,-2
O=C(O)C1CCCCC1C(=O)NCCCc1ccccc1 (stereo unspecified),-2,2,1,-16,-6.5,7,-4.5,-4,-1
COCCn1c(SCC(=O)NC2CCCC2)nc2cccnc21,-8,2,12,3,-3.5,0,-2.0,4,4
Cc1cc(SCC(=O)c2ccc(O)c(O)c2)nc2ccccc12,-5,46*,17,0,-0.9,-1,-2.9,2,7
O=C(N1CCCCC1)N1CCC(c2nc3ccccc3[nH]2)CC1,-13,2,2,1,0.1,-1,0.8,-24,-3
CSc1ccccc1OCc1cc(C(=O)N(C)Cc2ccc(C)o2)no1,-41,-60,1,1,-2.8,0,-0.6,-2,-1
CCCc1ccc(-c2cc(C(=O)NC3=NCCS3)c3ccccc3n2)cc1,-1,-5,-1,-3,-0.7,4,-0.2,-10,-1
O=C(NNS(=O)(=O)c1ccccc1Cl)c1nn(-c2ccc(F)cc2)ccc1=O,-17,-2,1,8,0.9,7,-2.6,23,6
O=C(C1CCN(S(=O)(=O)c2cccc3cccnc23)CC1)N1CCc2ccccc21,-27,-3,-8,-1,-2.4,-1,-3.7,12,5
CCC(=O)Nc1ccc(Oc2ccc3c(c2)C(=O)N(c2ccc(O)cc2)C3=O)cc1,-11,-12,4,-13,5.5,2,-2.7,17,2
O=C(CCNS(=O)(=O)c1ccc2c(c1)CCC(=O)N2)NCc1ccc2c(c1)OCO2,0,3,-2,-5,-0.2,-1,1.0,9,-1
COCc1cc(C)nc(OCC(=O)N/N=C/c2ccc(-c3cc([N+](=O)[O-])ccc3Cl)o2)c1C#N,-2,-6,-7,-3,-2.7,0,-2.1,-7,6
C[C@@H]1NC(=O)[C@H](CCCN=C(N)N)NC(=O)c2cc([N+](=O)[O-])cc(I)c2OCC[C@@H](C(N)=O)NC1=O,3,3,-3,-7,-2.6,nt,-3.0,11,nt

# Next compounds follow:
SMILES,DNA FID counter,M18AAP inhibitor,NS3 helicase inh,p-CIP stab down,VIM-2 inh,IDE cell activ,IMP-1 inh,UBC9 SUMO inh,IDE cell inh
CN(c1ccc(C(=O)Nc2ccc3c(c2)OCCO3)cc1)S(C)(=O)=O,0,2,0,7,-1.1,1,-5.0,-3,3
CC[C@@]1(O)C(=O)OCc2c1cc1n(c2=O)Cc2cc3c(N)cccc3nc2-1,nt,nt,nt,-17,nt,3,nt,95*,-2
O=[N+]([O-])c1cccc(-c2nnc3ccc4ccccc4n23)c1,-3,3,0,-7,-2.5,-1,-4.1,3,0
CC(C)=NNC(=O)c1c(O)c2ccccc2[nH]c1=O,-3,-7,-8,-2,0.0,4,-1.4,25,4
Cc1c(C(=O)N2CCc3ccccc32)cnn1C,-4,1,6,-1,-5.8,1,-2.7,-2,0
CCn1cc([N+](=O)[O-])c(C(=O)Nc2nc(-c3ccc(C)cc3)c(C)s2)n1,1,4,1,-3,-5.6,2,1.6,4,-1
CCNC(=O)CCSc1nnc(-c2ccco2)o1,-1,-3,7,1,-1.7,-3,-1.3,-3,5
COc1ccc(-c2nc(SC(CC(=O)NCCO)c3cccs3)n[nH]2)cc1 (stereo unspecified),-6,0,9,-3,-0.7,3,-1.4,-10,5
CC(C)C(C(=O)NCc1ccco1)N(Cc1ccco1)C(=O)CNS(=O)(=O)c1ccc(F)cc1 (stereo unspecified),-34,7,2,-6,-3.7,4,-2.6,13,5
CC(=O)/C(=N\Nc1ccccc1)Sc1nnc(-c2ccccc2)n1-c1ccccc1,-4,-1,4,1,-4.4,2,-3.2,-3,3
CCOC(=O)c1cc(-c2ccccc2)sc1NC(=O)CN1C(=O)NC(CC)(c2ccc(F)cc2)C1=O (stereo unspecified),0,-6,5,-1,-0.5,1,-2.8,-12,1
CCOc1cc(S(=O)(=O)NCC2CCCO2)ccc1F (stereo unspecified),-4,-1,11,-2,-0.7,-1,-2.2,3,-2
C/C(CC(=O)NCc1ccco1)=N\NC(=O)Cc1cccc2ccccc12,-6,5,-8,-12,-3.0,-5,-1.6,19,3
CCN(CC(=O)NCCc1ccc(S(N)(=O)=O)cc1)Cc1nc2cc(OC)c(OC)cc2c(=O)[nH]1,-5,3,5,-1,-4.8,-2,2.2,6,4
COc1ccc(Cl)cc1NC(=O)C1CCN(S(C)(=O)=O)CC1,-7,-4,-13,-11,-0.9,2,-1.9,10,-4
O=C(OCc1c(Cl)cccc1Cl)c1ccncc1,-4,2,2,-10,-4.4,-1,-3.4,0,4
COC(=O)C(C)N(C(=O)c1ccc(C(=O)c2ccccc2)cc1)c1c(C)cccc1C (stereo unspecified),-49,1,-5,-11,-4.3,7,-4.3,11,7
CC(=O)N(c1c(C)n(C)n(-c2ccccc2)c1=O)C1(C(=O)NC2CCCCC2)CCCCC1,-32,-11,4,-1,-2.6,5,-4.1,2,1
Cc1ccccc1S(=O)(=O)Cc1ccc(C(=O)NCCCN2CCN(C)CC2)o1,10,5,1,-16,-1.7,-1,-3.0,-4,3
COCCn1c(NCc2ccco2)nc2c1c(=O)[nH]c(=O)n2C,0,4,5,-1,-2.7,-2,-3.7,9,6
Cc1cccc(Nc2ncnc3nc[nH]c23)c1,3,16,0,-16,-0.5,10,0.8,13,-3
CCCN1Cc2cccc(C(=O)N3CCN(c4ccccc4)CC3)c2C1=O,-20,6,-8,-2,-0.6,0,-1.6,15,-4
O=c1[nH]c(CSc2nnnn2-c2ccc(Cl)cc2)nc2ccccc12,-15,-7,3,-8,-0.4,2,-2.8,14,-1
COc1ccc(-n2nnc3c(=O)n(CC(=O)N4CCCc5ccccc54)cnc32)cc1,13,-3,-3,-18,0.6,3,-1.8,2,-4
COc1cc2c(cc1NC(=O)c1cccc([N+](=O)[O-])c1C)oc1ccccc12,1,1,-4,-11,-2.7,3,-0.8,-13,-3

# Copied from the list:
# Under M18AAP inhibitor, COc1ccc(Cl)cc1NC(=O)C1CCN(S(C)(=O)=O)CC1 reads -4
# Under VIM-2 inh, CCOC(=O)c1cc(-c2ccccc2)sc1NC(=O)CN1C(=O)NC(CC)(c2ccc(F)cc2)C1=O (stereo unspecified) reads -0.5
